# S1P2 antag: human S1P2 receptor antagonists, primary screen, cell-based; Sphingosine 1-phosphate receptor 2 (Homo sapiens), O95136; cell-based S1P2 antagonist assay, inhibition at 5 uM; inhibition, % at 5 µM; hit rate 0.21% among 97,000; in the data active means inhibition above about 45%;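 further: CRE beta-lactamase reporter cells expressing human S1P2 stimulated with S1P; 0% = agonist at EC80 alone and 100% = agonist plus reference antagonist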
# Target sequence (O95136 whole entry, looked up): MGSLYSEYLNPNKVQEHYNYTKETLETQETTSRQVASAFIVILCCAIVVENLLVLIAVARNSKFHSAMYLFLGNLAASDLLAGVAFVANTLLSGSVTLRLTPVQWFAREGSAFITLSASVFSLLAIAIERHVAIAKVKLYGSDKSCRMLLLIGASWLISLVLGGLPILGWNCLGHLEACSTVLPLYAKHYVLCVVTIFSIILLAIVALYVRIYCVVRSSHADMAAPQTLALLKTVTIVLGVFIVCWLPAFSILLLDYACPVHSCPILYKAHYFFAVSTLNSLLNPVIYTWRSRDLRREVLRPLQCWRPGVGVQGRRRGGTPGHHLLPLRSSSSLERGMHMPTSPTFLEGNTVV
# PostGolgi yeast: phenotypic screen on post-Golgi transport, primary screen | post-Golgi transport phenotypic cell assay | inhibition, % at 10 µM | hit rate 0.9% among 98,000;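 further: yeast cells grown in 1536-well plates; yeast grown about 18 h at 30C before absorbance read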
# CYP2C19 inhib: blockers of cytochrome P450 2C19 activity – biochemical, luminescence, ADME assay, primary screen | hit rate 21% among 96,000 | CYP2C19 Supersomes, luciferin-H EGE luminescence, 30 min | P33261 | inhibition, % at 5 µM | AID 778, 2007;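 active means CYP2C19 inhibition above a set limit at 5 µM in the primary screen, cut at about 50% in these data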;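 further: plate controls were negative control wells for no effect and 2.5 mM tranylcypromine positive control for full effect; values of inactives mirror those of a sister screen read the other way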
# sEH act: soluble epoxide hydrolase activators, primary screen, biochemical, human sEH; activation, % at 2 µM; AID 717, 2007; purified human sEH enzymatic activity, activator screen; hit rate 0.04% among 91,000; Bifunctional epoxide hydrolase 2 (Homo sapiens), P34913; in the data active means activation above about 37%; further: values of inactives mirror those of a sister screen read the other way
# Target sequence (P34913 whole entry, looked up): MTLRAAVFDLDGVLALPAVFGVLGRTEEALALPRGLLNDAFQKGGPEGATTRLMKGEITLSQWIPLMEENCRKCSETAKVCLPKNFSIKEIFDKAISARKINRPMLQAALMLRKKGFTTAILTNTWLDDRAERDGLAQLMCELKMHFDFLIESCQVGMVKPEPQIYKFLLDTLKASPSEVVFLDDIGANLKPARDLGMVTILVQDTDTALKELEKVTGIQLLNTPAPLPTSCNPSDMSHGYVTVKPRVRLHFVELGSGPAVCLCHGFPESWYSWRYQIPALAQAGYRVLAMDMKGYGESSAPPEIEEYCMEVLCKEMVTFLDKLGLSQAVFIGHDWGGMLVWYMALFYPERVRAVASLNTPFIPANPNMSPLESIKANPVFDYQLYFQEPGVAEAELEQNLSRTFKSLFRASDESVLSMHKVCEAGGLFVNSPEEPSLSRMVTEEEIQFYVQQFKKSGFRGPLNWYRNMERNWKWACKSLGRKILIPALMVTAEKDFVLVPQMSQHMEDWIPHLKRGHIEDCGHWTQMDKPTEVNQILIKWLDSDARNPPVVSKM
# CYP2C19 activ: human CYP2C19 activators, primary screen, biochemical, luminescence | Cytochrome P450 2C19 (Homo sapiens), P33261 | recombinant CYP2C19, luciferin-H EGE luminescence; active compounds read high; 0 = fully inhibited enzyme, 1 = untreated enzyme | activation factor at 5 µM | 96,000 tested, under 10 active | AID 1025, 2008;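 active means activation factor of at least 2 at 5 µM in the primary screen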;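 further: 0 = wells with 2.5 mM tranylcypromine and 1 = vehicle-only wells; values of inactives mirror those of a sister screen read the other way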
# sEH inhibitor: soluble epoxide hydrolase inhibitors, primary screen, biochemical, human sEH; hit rate 0.34% among 91,000; Bifunctional epoxide hydrolase 2 (Homo sapiens), P34913; recombinant human sEH enzymatic activity assay; AID 707, 2007; inhibition, % at 2 µM; in the data active means inhibition above about 80%; further: values of inactives mirror those of a sister screen read the other way; many of its hits are not listed in these tables
# PostGolgi ctrl: growth inhibition of yeast control strain, primary screen, counter-screen for post-Golgi transport modulator project; inhibition, % at 10 µM; efflux-deficient yeast background strain, growth absorbance A615, 16 h; hit rate 5% among 98,000
# DAT uptake mod: changed hDAT dopamine uptake under cocaine IC80, either direction, primary screen, cocaine antagonist project, cell-based, LLC-PK1 hDAT, [14C]-dopamine uptake, MLSMR; Sodium-dependent dopamine transporter (Homo sapiens), Q01959; LLC-PK1 hDAT cells, [14C]-dopamine uptake with cocaine IC80; actives deviate in either direction; B-score at 10 µM; hit rate 1.3% among 110,000;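 active means Z score or B-score, a plate-position-corrected score, falls beyond the plate's 99.7% confidence bounds, in either direction; inactive means both scores lie inside the 99.7% bounds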;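 further: scored against the spread of the other compound wells on the same plate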
# S1P2 ag: S1P2 receptor agonists, primary screen, cell-based; Sphingosine 1-phosphate receptor 2 (Homo sapiens), O95136; S1P2-expressing cell line, agonist reporter read-out; activation, % at 4.5 µM; hit rate 0.46% among 97,000; in the data active means activation above about 16%;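 further: 0% = vehicle low control and 100% = maximal reference agonist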
# * marks the source's active call; other numbers are inactive results; nt = not tested or not shown. Unless noted, no stated cut-off is given here; in the data, active means inhibition above about 30%; inactive means the rest.
Structure,PostGolgi yeast,S1P2 ag,sEH inhibitor,sEH act,S1P2 antag,CYP2C19 inhib,DAT uptake mod,CYP2C19 activ,PostGolgi ctrl
COc1cc2c(cc1OC)C(c1ccncc1)CC(=O)N2 (centres undefined),-2,-4,-3,1,12,16,-0.59,0.8,-10
COc1ccc(C(=O)n2nc(-c3ccccc3)nc2N)cc1OC,0,-2,-2,6,-31,32,0.25,0.7,5
COc1nnc(-c2ccc(N3CCOCC3)c(NC(C)=O)c2)c2ccccc12,-1,-5,0,-2,-1,-1,0.41,1,1
CNc1nc(Cl)nc(NC(C)(C)C)n1,0,1,-9,11,-16,14,-0.29,0.9,12
C/C(=N\O)C(=O)NCc1ccccn1,-10,-6,4,-4,16,-18,-0.0011,1.2,-14
CC1(C)C(=O)C2(C(=O)NCc3ccccc3)CCC1C2 (centres undefined),5,-7,1,-3,-7,70*,-0.71,0.3,0
COc1ccc(S(=O)(=O)Nc2cc(C)ccn2)cc1,1,-4,24,-26,17,34,0.018,0.7,4
COc1ccc(C2=CC(c3cc(OC)c(OC)c(OC)c3)NC(=S)N2)cc1 (centres undefined),-3,-2,-16,17,-39,74*,-0.015,0.3,3
COC(=O)[C@@H]1[C@@H](C#N)C2(c3ccccc3-c3ccccc32)N(c2ccc(Cl)cc2)N1C#N,nt,-2,3,-2,13,nt,0.79,nt,nt
CCOC(=O)c1ccccc1-n1c(C)cc(C2N=C(N)Nc3nc4ccccc4n32)c1C (centres undefined),2,-1,-6,8,-32,29,1.2,0.7,6
CC1Oc2ccccc2N(CC(=O)Nc2ccc3c(c2)OCCO3)C1=O (centres undefined),2,-4,41,-42,14,11,1.1,0.9,8
O=C(Cn1nc(-c2cccc([N+](=O)[O-])c2)c2ccccc2c1=O)Nc1cccnc1,0,-1,-14,11,-31,0,-0.23,1,7
CCCSc1nc2c(cnn2-c2ccc(Cl)cc2)c(=O)[nH]1,22,-5,nt,nt,-2,-7,0.0074,1.1,10
O=C(CCCN1C(=O)c2ccccc2C1=O)Nc1ccc(Br)cn1,3,nt,nt,nt,nt,-4,-0.035,1,5
CCOC(=O)C(C(C)=O)=C1SC2CS(=O)(=O)CC2S1 (centres undefined),-2,-3,14,-11,26,11,-0.4,0.9,7
COc1cc(C2C3C(=O)N(Cc4ccccc4)C(=O)C3ON2c2ccccc2)cc(OC)c1O (centres undefined),1,-6,20,-18,2,19,0.85,0.8,0
CC1=Nn2c(nnc2-c2ccccc2F)SC1,-12,-6,8,-9,5,3,-0.62,1,-2
CC(C)C1=NN(C(=O)c2ccccc2)C(O)(C(C)(C)C)C1 (centres undefined),-10,-6,-5,8,-12,16,nt,0.8,-1
Cc1cc(C)cc(N(CCC#N)C(=O)CSc2nc3nc(C)cc(C)n3n2)c1,5,-2,12,-9,-25,-3,0.065,1,8
CCC(C)(C)n1nnnc1CN(Cc1cc2cc(OC)ccc2[nH]c1=O)C1CCCC1,-5,0,0,-1,-26,38,2.4,0.6,-3

# Reprinted at random: 4 entries already listed.
Structure,PostGolgi yeast,S1P2 ag,sEH inhibitor,sEH act,S1P2 antag,CYP2C19 inhib,DAT uptake mod,CYP2C19 activ,PostGolgi ctrl
CCCSc1nc2c(cnn2-c2ccc(Cl)cc2)c(=O)[nH]1,22,-5,nt,nt,-2,-7,0.0074,1.1,10
CC(C)C1=NN(C(=O)c2ccccc2)C(O)(C(C)(C)C)C1 (centres undefined),-10,-6,-5,8,-12,16,nt,0.8,-1
CC1Oc2ccccc2N(CC(=O)Nc2ccc3c(c2)OCCO3)C1=O (centres undefined),2,-4,41,-42,14,11,1.1,0.9,8
COc1cc2c(cc1OC)C(c1ccncc1)CC(=O)N2 (centres undefined),-2,-4,-3,1,12,16,-0.59,0.8,-10

# Carrying on.
Structure,PostGolgi yeast,S1P2 ag,sEH inhibitor,sEH act,S1P2 antag,CYP2C19 inhib,DAT uptake mod,CYP2C19 activ,PostGolgi ctrl
Cc1ccc(C(=O)COC(=O)CNC(=O)Cc2ccccc2)cc1[N+](=O)[O-],6,-3,8,-6,15,-6,nt,1.1,10
Cc1ccc(N(CC(=O)Nc2ccc(-c3nc4ccc(C)cc4s3)cc2)S(C)(=O)=O)cc1,0,2,-2,5,-35,1,-0.64,1,-12
CC1=Nn2c(nc(-c3ccccc3)c2-c2ccccc2)N(CC(N)=O)C(=O)C1,-14,-8,4,-3,9,-14,-1.2,1.1,2
CC(C)Cn1c(C(C)C)nc([N+](=O)[O-])c1S(=O)(=O)c1ccc(F)cc1,12,-7,4,-2,18,66*,-0.42,0.3,18
CCCCCCNC(=O)C(C(=O)OCC)C1CCCCC1 (centres undefined),-3,-2,-11,12,-18,48,-0.14,0.5,3
Cc1ccc(S(=O)(=O)NC2=NCN(Cc3ccccc3)CN2)cc1,1,-7,-6,6,-21,21,-0.2,0.8,12
COC(=O)c1ccccc1NC(=O)CSCC(=O)Nc1ccccc1OC,-2,-4,-2,2,-6,47,-0.16,0.5,2
COc1ccc(N(Cc2ccccc2)C(=O)CSc2nnc(Cn3nnc4ccccc43)o2)cc1,-7,-9,15,-13,-9,42,0.95,0.6,10
O=C(CCC(=O)OCC(=O)c1ccccc1)Nc1cccc2cccnc12,-7,-9,-4,8,7,0,0.25,1,3
O=C(O)c1c[nH]ccc1=O,-5,-7,nt,nt,24,10,-0.27,0.9,-5
CC1(C)CC(OC(=O)c2ccco2)CC(C)(C)N1O,8,-2,5,-4,13,7,-1.5,0.9,1
CCCCOC(=O)Cn1c2ccc(OC)cc2c2nc3ccccc3nc21,12,0,-5,2,-2,-8,-0.5,1.1,12
O=C(COC(=O)c1ccccc1NC(=O)c1ccco1)NCCC1=CCCCC1,-9,nt,nt,nt,nt,48,0.75,0.5,4
CNC(=O)NC(=O)CSc1nc2cc(C(=O)OC)ccc2c(=O)n1-c1ccccc1,10,-8,7,-7,0,-1,-0.11,1,-6
CCCn1c(N)c(C(=O)CSc2nnc(Cc3ccccc3)o2)c(=O)n(C)c1=O,3,-9,13,-10,18,nt,nt,nt,8
O=C1S/C(=C\c2ccc(N3CCOCC3)o2)C(=O)N1Cc1c(F)cccc1Cl,-4,-3,17,-14,32,-11,0.023,1.1,15
NC(=O)CSCc1nc2ccccc2s1,-1,-4,-2,4,-16,-3,0.57,1,12
COc1ccc(-c2ccc(Nc3ccc(C(=O)N4CCOCC4)cc3)nn2)cc1OC,nt,1,-1,1,-23,nt,2.1,nt,nt
COC(=O)c1ccc(CN2C(=O)NC3(CCCCC3C)C2=O)o1 (centres undefined),5,nt,nt,nt,nt,9,-0.33,0.9,-9
Cc1cccc(NC(=O)c2sccc2-n2cccc2)c1C,-4,-6,4,-3,-6,13,-0.064,0.9,4

# Structures above that contain an NH in an aromatic ring:
Structure,PostGolgi yeast,S1P2 ag,sEH inhibitor,sEH act,S1P2 antag,CYP2C19 inhib,DAT uptake mod,CYP2C19 activ,PostGolgi ctrl
CCCSc1nc2c(cnn2-c2ccc(Cl)cc2)c(=O)[nH]1,22,-5,nt,nt,-2,-7,0.0074,1.1,10
CCC(C)(C)n1nnnc1CN(Cc1cc2cc(OC)ccc2[nH]c1=O)C1CCCC1,-5,0,0,-1,-26,38,2.4,0.6,-3
O=C(O)c1c[nH]ccc1=O,-5,-7,nt,nt,24,10,-0.27,0.9,-5

# (continued)
Structure,PostGolgi yeast,S1P2 ag,sEH inhibitor,sEH act,S1P2 antag,CYP2C19 inhib,DAT uptake mod,CYP2C19 activ,PostGolgi ctrl
COc1ccc(C(=O)Nc2cc(C)on2)cc1,5,nt,nt,nt,nt,5,0.82,0.9,2
Cc1cc(C)c(C#N)c(SCC(=O)Nc2ccc3c(c2)OCO3)n1,-6,-3,61,-61,12,11,1.5,0.9,-6
CCN(CC)c1ccc(NC(=O)CN2CCN(c3ccc(F)cc3)CC2)cc1,-2,-3,4,-5,10,-4,-1.3,1,6
O=C(C1CCCCC1)N(Cc1ccccc1)c1ccccn1,-2,0,10,-7,-19,4,nt,1,14
CCC(=O)Nc1cccc(NC(=O)CSc2nnc(C(C)C)n2CC)c1,-10,-4,9,-11,-16,4,0.063,1,4
COc1ccc(-c2ccnc3nc(Sc4ncc(C(F)(F)F)cc4Cl)nn23)cc1,-7,-6,-2,2,-8,30,0.036,0.7,40*
Cc1ccc(S(=O)(=O)c2nc(S(C)(=O)=O)sc2N(C)C)cc1,-4,1,-6,6,-16,17,0.21,0.8,18
Cc1ccc(C(=O)Oc2cc(-c3ccccc3)no2)cc1,12,-3,-1,1,25,8,-1.6,0.9,21
Cn1c(=O)[nH]c(=O)c2c1nc(N(CCO)Cc1ccccc1)n2CCCc1ccccc1,5,-1,2,-3,-22,16,nt,0.8,14
O=C1C2C(C(=O)N1CC1CCCO1)C1C=CC2C12CC2 (centres undefined),18,-7,3,-2,-16,-8,1.1,1.1,0
N#CC(C(=O)NCCc1ccccc1)c1nc2ccccc2nc1N1CCCCC1 (centres undefined),-8,-6,0,0,-3,13,0.46,0.9,25
COc1ccc(OC)c(NC(=O)C(Sc2ccccc2)c2ccccc2)c1 (centres undefined),-1,-6,-1,0,-22,56*,0.16,0.4,11
COc1ccc(CNC(=O)Cn2nc(-c3ccc4c(c3)OCCO4)ccc2=O)cc1,6,-2,-7,4,9,26,-1.2,0.7,4
C/C(=N/Nc1nc(-c2ccc(Cl)cc2)cs1)c1cccs1,15,-4,14,-11,-5,22,-0.29,0.8,17
CCc1ccc(C(=O)COC(=O)c2cnccn2)cc1,-9,2,-8,10,-1,-16,-0.29,1.2,8
CC(=O)c1c(NCCc2ccccc2)cc(C)oc1=O,-4,-2,-2,5,-4,57*,-0.72,0.4,6
CCOC(=O)c1ccc2nc(NC(=O)c3cccs3)sc2c1,0,-7,0,0,-4,nt,0.085,nt,12
COC(=O)C1C2C=CC3(CN(Cc4cccs4)C(=O)C13)O2 (centres undefined),10,-4,-2,2,-9,2,0.38,1,1
Cc1cc(C)n(-c2nnc(C)n2NS(C)(=O)=O)n1,2,-5,7,-8,14,-7,0.61,1.1,7
N#CCCN1CCN(C(=S)c2ccc(-c3ccc(Cl)cc3)o2)CC1,-7,-7,10,-9,5,62*,0.094,0.4,17
CC12C(=O)N(c3cccc(OC(=O)c4ccco4)c3)C(=O)C1C1c3ccccc3C2c2ccccc21 (centres undefined),-3,-6,0,1,7,19,-0.63,0.8,19
Cc1[nH]c2ccccc2c1C1=CN2CCS(=O)(=O)N=C2S1,-1,-3,3,-2,-5,29,-0.86,0.7,-1
O=C(NNC(=O)c1ccccc1Br)c1cccc(Cl)c1,1,-1,-12,12,17,8,-0.72,0.9,1
